# T cell HTS: T cell immune modulators affecting CD8 T cell-vesicle binding; actives 0.068% (n = 330,000); 2C CD8+ T cell-vesicle binding, flow cytometry; active compounds read low; calls only at 7 µM; AID 2052;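 active = response, share of CD8 T cells binding vesicles, and their 90th percentile fluorescence all below set limits, cut at about 80% in these data, passing the limit was not always enough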
#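 Assay system: 2C TCR transgenic mouse naive CD8+ T cells, MACS-purified | Read-out: CD8+ gate FL2 mean fluorescence as % of same-row positive control | Signal: High-throughput flow cytometry with anti-B7-1 and anti-CD8 staining | Timing: Binding step 1.5 h, 37 °C, antibody labelling 20 min, ice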
# Myeloid diff 2: promotes myeloid progenitor differentiation | ER-HoxA9 myeloid progenitors, lysozyme-GFP differentiation, flow cytometry | calls only at 10 µM | actives 1% (n = 360,000);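 active = normalized GFP-positive differentiation at or above the plate's own cutoff, the solvent-only control mean plus 3 SD; inconclusive = no clear call, values can overlap the other calls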;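 note: cells exposed to compound for four days before flow analysis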
# T cell HTS vesicle-bound %: also measured in T cell HTS; calls as there; double positive events, %; measured here: CD8+ vesicle-bound cell fraction;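 binding gate set so that unloaded-vesicle control wells show 10% double positive cells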
# Myeloid diff 2 GFP+ MAC1+ %: recorded beside Myeloid diff 2, whose call it bears; GFP+ MAC1+ double positive, %; measured here: differentiation confirmed by MAC1 staining
# * marks the source's active call; other numbers are inactive results; i = inactive; ? = inconclusive; / = not tested or not shown. A portion of the library, so the mix of outcomes need not match the whole.
SMILES,T cell HTS,T cell HTS vesicle-bound %,Myeloid diff 2,Myeloid diff 2 GFP+ MAC1+ %
Cc1ccc(S(=O)(=O)N2CCN(C(=O)CN3C(=O)NC4(CCCC4)C3=O)CC2)c(C)c1,i,54,i,1.4
O=C(C[C@H]1C/C=C\CC[C@@H](Cc2ccc(F)cc2)C(=O)O[C@H](c2ccccc2)CNC1=O)N[C@H](CO)Cc1ccccc1,i,18,i,0.4
COc1cc(C(=O)NNC(=O)COc2cccc(F)c2)ccc1OCC(=O)N1CCOCC1,i,36,i,0.4
Cc1ccc(-c2csc(NCCn3c(C)nc4cc(C(F)(F)F)ccc43)n2)cc1,i,15,i,0.9
CC1CCCC(C)N1C(=O)COC(=O)COc1ccccc1C#N (centres undefined),i,51,i,0.7
CCCN1CCC2(CC1)NC(C(=O)O)Cc1c2[nH]c2ccccc12 (centres undefined),i,35,i,0.6
CN(CC(=O)NC(=O)NCc1ccccc1)CC(=O)Nc1ccc(Cl)c(C(F)(F)F)c1,i,54,i,1.3
Cc1cc(OCC(=O)NNC(=O)c2ccncc2)ccc1C(C)C,i,54,i,0.6
Cc1c(C)c2c(c(C)c1O)CC[C@@](C)(CCC[C@H](C)CCC[C@H](C)CCCC(C)C)O2,i,23,i,1.5
CCC(C)NC(=O)c1ccc(NC(=O)CC2SC(N3CCCC3)=NC2=O)cc1 (centres undefined),i,35,i,0.9
COc1ccc(-c2csc(NC(C)c3nc4cc(Cl)c(N5CCCCC5)cc4n3CCCO)n2)cc1 (centres undefined),i,18,i,0.8
CC(=O)N1CCN(c2nnc(-c3ccccc3)c3ccccc23)CC1,i,52,i,0.2
CCCCn1c(N)c(N(CCOC)C(=O)c2ccc(COc3ccccc3)o2)c(=O)[nH]c1=O,i,30,i,1.3
CC12CCC(=O)N1C(C(=O)Nc1nc(-c3ccc(F)c(F)c3)cs1)CS2 (centres undefined),i,52,i,0.2
CC(C)CN(C(=O)COC(=O)CNC(=O)c1ccccc1F)c1c(N)n(Cc2ccccc2)c(=O)[nH]c1=O,i,24,i,0.6
Nc1c(C(=O)OCC(=O)Nc2ccc(OC(F)F)cc2)[nH]c(=O)[nH]c1=O,i,4,i,0.8
O=S(=O)(Nc1cccc(S(=O)(=O)N2CCCC2)c1)c1cccc(Br)c1,i,48,i,0.6
O=C(NCCN1CCOCC1)c1cccc2c1C(=O)c1ccc(N3CCCC3)cc1S2(=O)=O,i,4,i,0.3
CN(CC(=O)NCCN1CCOCC1)S(=O)(=O)c1ccc(Cl)cc1,i,41,i,0.7
CCN(C(=O)CSc1nnnn1C)C1CCCCC1,i,42,i,2.0
NS(=O)(=O)c1cc(C(=O)O)c(NCc2ccco2)cc1Cl,i,40,i,1.0
CN(c1cccc(Cl)c1)S(=O)(=O)c1cccc(C(=O)NN2CCOCC2)c1,i,21,i,0.2
Cc1ccc(N2CC(C(=O)OCC(=O)c3ccc(C)c([N+](=O)[O-])c3)CC2=O)cc1 (centres undefined),i,42,i,0.5
COc1c(C)c2c(c(O)c1C/C=C(\C)CCC(=O)O)C(=O)OC2,i,30,?,/
CC(C)C(NC(=O)c1ccccc1)C(=O)OCC(=O)N1CCN(c2ccccc2)CC1 (centres undefined),i,40,i,0.5
CC(C(O)c1cc(=O)c(OCc2ccccc2)co1)[N+](=O)[O-] (centres undefined),i,13,i,0.1
COc1ccc(NC(=O)CN(C)CC(=O)NC2CCCCC2C)cc1 (centres undefined),i,57,i,1.4
Cc1n[nH]c(=O)c2c(NC(=O)CSc3nncn3C(C)C)oc(C)c12,i,50,i,0.9
CN1C(=O)OC(C)(C)C1=O,i,24,i,1.6
Cc1cccc(C)c1NC(=O)CN(C)C(=O)CSC(=S)N1CCCC1,i,39,i,0.4
O=C1CC(NS(=O)(=O)c2cccs2)CN1c1ccc(Cl)cc1 (centres undefined),i,29,i,0.8
C[C@H](CO)N1C[C@H](C)[C@@H](CN(C)S(=O)(=O)c2ccc(F)cc2)Oc2ccc(NS(=O)(=O)c3ccccc3)cc2C1=O,i,14,i,0.9
CCOC(=O)c1csc(N/N=C2\CCc3ccccc32)n1,i,40,i,0.4
COc1ccc(C(=O)N[C@H](C(=O)NCCCn2nc(C)cc2C)C(C)C)cc1,i,55,i,0.7
CCCCOc1ccc(C(=O)NCC(=O)NCC(c2ccc(OC)cc2)N2CCOCC2)cc1 (centres undefined),i,35,i,0.3
COc1ccc(Cc2nnc(SCC(=O)Nc3ccccc3)[nH]c2=O)cc1,i,42,i,0.7
COc1cc(NC(=O)COC(=O)c2[nH]c(C)c(C(C)=O)c2C)cc(OC)c1,i,23,i,0.7
COCCNc1nnc(SCC(=O)NC(=O)c2ccccc2)s1,i,8,i,0.4
COc1ccccc1CCC(=O)OCC(=O)N1CCN(S(=O)(=O)c2ccc(C)cc2C)CC1,i,31,i,1.0
O=C(NCC1CCCCC1)c1ccc(Cl)c(S(=O)(=O)N2CCOCC2)c1,i,38,i,1.3
C[C@@H]1CN([C@@H](C)CO)C(=O)c2cc(NS(C)(=O)=O)ccc2O[C@H]1CN(C)Cc1ccc(Oc2ccccc2)cc1,i,6,i,0.8
CCC(Oc1ccccc1)C(=O)Nc1ccc(C)c(S(=O)(=O)N2CCOCC2)c1 (centres undefined),i,22,i,1.1
CS(=O)(=O)N(Cc1nc(-c2ccc(F)cc2)no1)c1ccccc1Cl,i,21,i,0.9
O=C(COC(=O)Cc1ccc(Cl)cc1)Nc1ccc2[nH]c(=O)[nH]c2c1,i,26,i,0.6
CN(c1ccccc1)S(=O)(=O)c1cccc(NC(=O)c2ccc(=O)[nH]c2)c1,i,3,i,0.5
CC(=O)Nc1ccc(NC(=O)C(C)OC(=O)C2CCCC2)cc1 (centres undefined),i,52,i,1.2
Cc1cc(C)nc(SC2CC(=O)N(c3ccc(Br)cc3)C2=O)n1 (centres undefined),i,36,i,0.4
O=C(COC(=O)COc1ccc(Cl)cc1Br)NCCC1=CCCCC1,i,22,i,1.0
N#Cc1c(-c2ccccc2)nc(SCc2cccc(C(F)(F)F)c2)[nH]c1=O,i,64,i,0.2
COc1ccc(S(=O)(=O)N2CCC3(CC2)OCCN3S(=O)(=O)c2ccc(OC)cc2)cc1,i,51,i,1.3
COc1ccc(C(=O)NCc2c(C)nn(Cc3ccccc3)c2C)cc1S(=O)(=O)N1CCOCC1,i,29,i,0.8
Cc1ccccc1-c1cc(C(=O)NCC2CC2)nn1CC1CC(c2cccc([N+](=O)[O-])c2)=NO1 (centres undefined),i,37,i,2.0
O=C(CC1SC(N2CCOCC2)=NC1=O)Nc1ccc(F)cc1 (centres undefined),i,31,i,1.1
COCc1c(C(=O)N2CCN(c3ncccn3)CC2)oc2ccccc12,i,47,i,0.4
COc1ccc(C(CNC(=O)c2ccc(S(=O)(=O)N3CC(C)CC(C)C3)cc2)N(C)C)cc1 (centres undefined),i,23,i,1.4
Cc1ccc(S(=O)(=O)NCC(=O)OCc2cc(=O)oc3cc(C)ccc23)cc1,i,30,i,0.8
CCOc1cc(N2CCOCC2)c(OCC)cc1NC(=O)COC(=O)COc1cc(C)cc(C)c1,i,41,i,1.8
COc1ccc(CCN(C)C(=O)c2cc(S(=O)(=O)N3CCCCC3)ccc2Cl)cc1OC,i,61,i,2.0
C[C@H](CO)N1C[C@H](C)[C@@H](CN(C)C(=O)Nc2ccc(C(F)(F)F)cc2)Oc2ccc(NC(=O)C3CC3)cc2C1=O,i,25,i,1.6
CCC(=O)c1ccc(OCC(=O)Nc2ccc3c(c2)OCCO3)cc1,i,52,i,0.9

# Single records, as listed above. Screens in order: T cell HTS | T cell HTS vesicle-bound % | Myeloid diff 2 | Myeloid diff 2 GFP+ MAC1+ %
# CC(C)C(NC(=O)c1ccccc1)C(=O)OCC(=O)N1CCN(c2ccccc2)CC1 (centres undefined) is listed as i | 40 | i | 0.5
# Cc1ccc(-c2csc(NCCn3c(C)nc4cc(C(F)(F)F)ccc43)n2)cc1 is listed as i | 15 | i | 0.9
# O=S(=O)(Nc1cccc(S(=O)(=O)N2CCCC2)c1)c1cccc(Br)c1 is listed as i | 48 | i | 0.6
# CC(C(O)c1cc(=O)c(OCc2ccccc2)co1)[N+](=O)[O-] (centres undefined) is listed as i | 13 | i | 0.1

# Limited to T cell HTS (3 entries from above):
mol,T cell HTS
CCC(C)NC(=O)c1ccc(NC(=O)CC2SC(N3CCCC3)=NC2=O)cc1 (centres undefined),i
COc1ccc(-c2csc(NC(C)c3nc4cc(Cl)c(N5CCCCC5)cc4n3CCCO)n2)cc1 (centres undefined),i
CC(=O)N1CCN(c2nnc(-c3ccccc3)c3ccccc23)CC1,i

# The results go on:
SMILES,T cell HTS,T cell HTS vesicle-bound %,Myeloid diff 2,Myeloid diff 2 GFP+ MAC1+ %
Cc1noc(C)c1COc1ccccc1C(=O)NCc1ccco1,i,23,i,0.7
CCCc1cc(=O)[nH]c(SCC(=O)Nc2c(C)n(C)n(-c3ccccc3)c2=O)n1,i,40,i,0.9
Cc1ccc(-n2nc(C)c3c(C)c(CCC(=O)O)c(C)nc32)cc1C,i,49,i,0.6
Cc1noc(C)c1S(=O)(=O)Nc1ccc2c(c1)C(=O)N([C@H](C)CO)C[C@H](C)[C@@H](CN(C)C(=O)Nc1ccc(C(F)(F)F)cc1)O2,i,22,i,0.6
COc1cc(N)c(Cl)cc1C(=O)OCC(=O)Nc1ccc(N2CCOCC2)cc1,i,57,i,0.5
C/C(=N\NC(=O)c1cc(C)oc1C)c1ccc(C)c([N+](=O)[O-])c1,i,45,i,0.3
CC1CN(C(=O)COC(=O)[C@@H](NC(=O)c2ccccc2Cl)C(C)C)CC(C)O1 (some centres undefined),i,36,i,1.0
CC(C)C(C(=O)Nc1ccccc1F)N1C(=O)c2ccccc2C1=O (centres undefined),i,10,i,0.8
CN(CC(=O)Nc1ccccc1Cl)C(=O)CSc1nncs1,i,52,i,0.2
COC(=O)CNc1cc(S(=O)(=O)N2CCCCC2)ccc1Oc1ccc(C(=O)OC)cc1,i,26,i,0.8
O=C(COC(=O)CNC(=O)c1ccc(Cl)cc1Cl)NC(=O)NC1CCCCC1,i,28,i,0.7
CC(C(=O)NC1CCCC1)N1CCN(S(=O)(=O)c2ccc(C(C)(C)C)cc2)CC1 (centres undefined),i,28,i,0.4
COc1ccc(CNC(=O)Cn2ccc(NC(=O)OCc3ccccc3)nc2=O)cc1,i,37,i,0.3
O=C(COC(=O)Cc1n[nH]c(=O)c2ccccc12)Nc1c(Cl)cccc1C(F)(F)F,i,40,i,1.2
COc1ccc(C(=O)CCc2ccc(OC)c(OC)c2)cc1,i,24,i,0.3
COC(=O)CNC(=O)C1Nc2ccccc2C2C=CCC12 (centres undefined),i,52,i,1.1
O=C(C[C@@H]1C/C=C\C[C@@H](Cc2ccc(F)cc2)C(=O)OC[C@H]2CCCN2C1=O)N[C@H](CO)Cc1ccccc1,i,18,i,0.6
C[C@@H]1CN([C@@H](C)CO)C(=O)c2cccc(NC(=O)Nc3ccccc3)c2O[C@H]1CN(C)C(=O)Nc1cccc2ccccc12,i,8,i,1.2
Cc1csc(NC(=O)c2cc3ccccc3o2)n1,i,41,i,0.7
COc1cc2ccccc2cc1C(=O)OCC(=O)c1c(N)n(C)c(=O)n(C)c1=O,i,47,i,1.2
CC(Sc1nnc(-c2ccc(OC(F)F)cc2)n1N)C(=O)NCC1CCCO1 (centres undefined),i,58,i,1.0
CCN(C[C@H]1N[C@@](C)(C(=O)OC)[C@H]2C(=O)N(C)C(=O)[C@@H]12)C(=O)c1ccccc1,i,9,i,1.7
CN(C(=O)c1ccc(NC(=O)Cc2ccc(NC(=O)C3CCCN(C(=O)C4CCC4)C3)cc2)cc1)C1CC1 (centres undefined),i,15,i,1.6
CCOc1ccc(/C=N/NC(=O)c2ccc(F)cc2)cc1CN1CC2CC(C1)c1cccc(=O)n1C2 (centres undefined),i,34,i,2.3
O=C(COC(=O)c1cccnc1Cl)NCCc1ccccc1,i,47,i,0.0
CC(OC(=O)c1ccccc1C(=O)N(C)c1ccccc1)C(=O)Nc1ccccc1[N+](=O)[O-] (centres undefined),i,20,i,1.4
COc1ccccc1NC(=O)COC(=O)c1cc2ccccc2cc1O,i,42,i,1.8
Nc1ncn([C@@H]2O[C@H](CO)[C@@H](O)[C@H]2O)c(=O)n1,i,52,i,12
CN(C)CCn1c2c(c(SCC(=O)Nc3cccc4ccccc34)nc1=O)CCCC2,i,14,i,0.1
COCCN(Cc1ccc(F)cc1)C(=O)c1cc2ccccc2oc1=O,i,22,i,0.6
CC(OC(=O)c1ccccc1C(=O)N(C)c1ccccc1)C(=O)Nc1ccc(C(N)=O)cc1 (centres undefined),i,53,i,0.2

# Random excerpt: 5 entries already listed.
SMILES,T cell HTS,T cell HTS vesicle-bound %,Myeloid diff 2,Myeloid diff 2 GFP+ MAC1+ %
COC(=O)CNc1cc(S(=O)(=O)N2CCCCC2)ccc1Oc1ccc(C(=O)OC)cc1,i,26,i,0.8
COc1ccc(C(=O)CCc2ccc(OC)c(OC)c2)cc1,i,24,i,0.3
CCC(Oc1ccccc1)C(=O)Nc1ccc(C)c(S(=O)(=O)N2CCOCC2)c1 (centres undefined),i,22,i,1.1
COc1c(C)c2c(c(O)c1C/C=C(\C)CCC(=O)O)C(=O)OC2,i,30,?,/
COCCNc1nnc(SCC(=O)NC(=O)c2ccccc2)s1,i,8,i,0.4
